# Rac1 GTP hydrolysis: MgcRacGAP GTPase-activating activity inhibitors, confirmation, biochemical, ADP Hunter fluorescence; Rac GTPase-activating protein 1 (Homo sapiens); 340,000 tested, 0.6% active; AID 624330, 2012; one-dose inhibition, % at 30 µM; IC50 in µM for titrated hits; MgcRacGAP-stimulated Rac1 GTP hydrolysis, ADP Hunter fluorescence; higher % means a stronger effect; GST-tagged Rac1 F28L mutant substrate;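 active = first-screen hits whose inhibition reached a set limit at any dose in the follow-up dose series; inconclusive = inhibition above the set first-screen limit but never retested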;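 note: fluorescence reports GDP produced by GAP-driven GTP hydrolysis; strong numbers were not always called active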
# GPR55 activation: GPR55 agonists via beta-arrestin recruitment, primary screen, imaging, U2OS cells, beta-arrestin-GFP redistribution (AID 1961) | G-protein coupled receptor 55 (Homo sapiens) | U2OS GPR55 beta-arrestin-GFP redistribution imaging; higher % means a stronger effect | one-dose activation, % at 10 µM; EC50 in µM for titrated hits | 290,000 tested, 0.048% active;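 active = activation above 40% with more than 50 cells counted in the well; inconclusive = wells holding fewer than 50 cells, flagged as toxic or sparse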;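 note: U2OS osteosarcoma cells stably expressing GPR55 and beta-arrestin-GFP; plate controls were DMSO negative control for no effect and LPI positive control for full effect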
# SV40 large T antigen: SV40 large T antigen inhibitors, biochemical (AID 1903); SV40 large T antigen ATPase/helicase inhibition assay; higher % means a stronger effect; one-dose inhibition, % at 20 µM; IC50 in µM for titrated hits; 310,000 tested, 0.39% active; in the data active = a potency from the dose series; inconclusive = inhibition mostly from about 32% at the one dose, without a potency; inactive = the rest, 99 in 100 with inhibition below about 32%; note: strong numbers were not always called active
# NS5 inhibitors: Dengue-2 NS5 methyltransferase inhibitors, primary screen, biochemical, confirmation dose response (AID 588689). Genome polyprotein (Dengue virus type 2 (strain 16681-PDK53)). one-dose inhibition, % at 25 µM; IC50 in µM for titrated hits. 340,000 tested, 0.3% active. Dengue-2 NS5 methyltransferase capping enzyme assay, biochemical; higher % means a stronger effect; in the data active = a potency from the dose series; inconclusive = inhibition above about 29% without an active follow-up result
# AID2073: inhibitors of Mint1-CaV2.2 protein interaction, biochemical, HTRF (AID 2073). HTRF protein-protein interaction, Mint1-CaV2.2; higher % means a stronger effect. Voltage-dependent N-type calcium channel subunit alpha-1B (Homo sapiens). 290,000 tested, 0.19% active. one-dose inhibition, % at 20 µM; IC50 in µM for titrated hits; in the data active = inhibition mostly above about 51%, no sharp cut-off; inconclusive = no clear call, values can overlap the other calls; inactive = mostly below about 53%; note: some results filed as inactive read as strong as hits
# NTR1 ag: agonists of NTR1, primary screen, imaging, U2OS cells, beta-arrestin-GFP, high content (AID 493036). Neurotensin receptor type 1 (Homo sapiens), P30989. NTR1-U2OS beta-arrestin-GFP spot imaging, agonist mode. activation, % at 20 µM. 330,000 tested, 0.17% active;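 active = activation at or above 40% of the spot to cytoplasm intensity ratio, with at least 20 cells analyzed; inconclusive = wells under 20 cells, flagged as cytotoxic or low count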;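 note: 0% = DMSO without peptide and 100% = 100 nM NTR1 peptide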
# Target sequence (P30989 whole entry, looked up): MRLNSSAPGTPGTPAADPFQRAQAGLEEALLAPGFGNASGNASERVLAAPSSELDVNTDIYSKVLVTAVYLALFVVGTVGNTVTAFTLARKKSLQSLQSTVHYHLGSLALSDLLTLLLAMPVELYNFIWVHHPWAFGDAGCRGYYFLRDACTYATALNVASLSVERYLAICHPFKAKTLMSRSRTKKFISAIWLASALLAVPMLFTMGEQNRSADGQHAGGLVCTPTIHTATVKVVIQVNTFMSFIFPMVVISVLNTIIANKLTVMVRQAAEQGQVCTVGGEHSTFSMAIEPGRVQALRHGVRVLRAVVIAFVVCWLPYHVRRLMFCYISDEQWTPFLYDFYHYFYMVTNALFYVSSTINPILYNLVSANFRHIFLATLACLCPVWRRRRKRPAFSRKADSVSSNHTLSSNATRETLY
# GPR55 antagonists: GPR55 antagonists blocking LPI-driven arrestin recruitment, primary screen, imaging, U2OS, beta-arrestin-GFP, LPI agonist (AID 2013). G-protein coupled receptor 55 (Homo sapiens). U2OS GPR55 beta-arrestin-GFP translocation imaging, LPI antagonism; higher % means a stronger effect. inhibition, % at 10 µM; hits with a dose series show IC50 in µM. 290,000 tested, 0.13% active;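 active = spots per cell inhibited over 60%, with over 100 cells counted and total cytoplasm intensity under 500,000; inconclusive = wells with under 100 cells, flagged as likely toxic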;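 note: U2OS cells stably carrying GPR55 and arrestin-GFP stimulated by 5 µM LPI near EC80; imaged beta-arrestin-GFP aggregate spots per cell after agonist stimulation; plate controls were LPI-stimulated DMSO wells for no effect and DMSO wells without LPI for full effect; some results filed as inactive read as strong as hits; confirmed hits need IC50 under 10 µM and bright autofluorescent wells are also inconclusive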
# Yfh1-off respiration: enhancers of respiration in Yfh1-depleted yeast, dose response, Friedreich's ataxia, plus single-dose screen (AID 1465) | fold induction at 50 µM, or EC50 in µM where a hit was titrated | S. cerevisiae Yfh1-off respiration, WST-1 reduction, 72 h; higher fold induction means a stronger effect | 220,000 tested, 0.074% active;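 active = fold induction of absorbance versus untreated yeast above a set limit, then at least 30% activation at any dose in follow-up; inconclusive = repeats straddling the limit, or above it without dose testing; inactive = fold induction below the set limit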;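 note: activators that raise dye reduction in frataxin-depleted yeast; strong numbers were not always called active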
# GPR35 antagonists: GPR35 antagonists blocking zaprinast-driven arrestin recruitment, primary screen, imaging, U2OS, beta-arrestin-GFP, zaprinast agonist (AID 2058) | G-protein coupled receptor 35 (Homo sapiens) | U2OS GPR35 beta-arrestin-GFP translocation imaging, zaprinast antagonism; higher % means a stronger effect | inhibition, % at 10 µM; hits with a dose series show IC50 in µM | 290,000 tested, 0.052% active;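 active = inhibition of at least 50% with at least 30 cells and total cytoplasm GFP at most 10,000,000; inconclusive = under 30 cells or total GFP of 10,000,000 plus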
# NTR1 ag cell count 20 µM: also measured in NTR1 ag; calls as there; cell count; measured here: cell count, cytotoxicity flag
# NS5 inhibitors pilot replicate: also measured in NS5 inhibitors; calls as there; inhibition, %; measured here: pilot screen replicate inhibition
# The depositor's hits bear a star; i = inactive; ? = inconclusive; . = not tested or not shown; & = joins results of further samples.
SMILES,Rac1 GTP hydrolysis,GPR55 activation,SV40 large T antigen,NS5 inhibitors,AID2073,NTR1 ag,NTR1 ag cell count 20 µM,GPR55 antagonists,Yfh1-off respiration,GPR35 antagonists,others
Cc1ccc(-c2nc3ccccc3o2)cc1NC(=O)c1ccc2c(c1)OCO2,5%,-0.2%,13%,7%,-2%,19,73,9%,i,-2%,NS5 inhibitors pilot replicate=1.2
C#CCN1C(=O)C2C(C(=O)NC)C3C=CC2(O3)C1C(=O)NCc1ccc(OC)cc1 (stereo unspecified),4%,-0.1%,17%,3%,-5%,-2.4,49,4%,i,8%,
C/C(=N\Nc1ncc(Cl)cc1Cl)c1ccc(S(=O)(=O)NCc2ccco2)cc1,7%,-0.1%,-2%,-8%,-3%,6.8,47,10%,i,6%,
O=C(Nc1ccc2[nH]ncc2c1)c1ccccc1Cl,-4%,0.5%,0%,-5%,6%,3.2,58,2%,.,3%,
CNS(=O)(=O)c1cccc(C(=O)OCC(=O)N(CCC#N)c2ccccc2)c1,5%,-0.4%,1%,-9%,-4%,1.8,55,7%,i,-3%,
CC(=O)C(Sc1nc(NC(C)(C)C)nc(N(C)C)n1)C(C)=O,14%,-0.2%,12%,-11%,15%,-1.9,85,9%,i,13%,
C/C(CC(=O)NCCc1ccccc1)=N\NC(=O)COc1ccc(Br)cc1,-5%,-0.2%,13%,-6%,-2%,1.2,53,17%,.,-6%,
Cc1sc2ncnc(SCC(=O)NC(C)C(C)C)c2c1C (stereo unspecified),-1%,0.6%,12%,-3%,23%,2.7,39,4%,i,13%,
O=C(Nc1ccccc1)OCC1CCCN2CCCCC12 (stereo unspecified),5%,-0.1%,8%,-9%,19%,-3.5,47,-6%,i,0%,
NC(=O)C1CCN(C(=O)/C(=C/c2ccco2)NC(=O)c2ccccc2)CC1,5%,.,6%,3%,6%,-1.0,59,-16%,.,6%,
CC(O)CN(Cc1ccc(Cl)cc1)CC(C)O (stereo unspecified),12%,-0.1%,-1%,-1%,7%,0.2,62,10%,i,18%,
CC(C)Sc1nc(N2CCOCC2)c2c3c(sc2n1)COC(C)(C)C3,1%,-0.1%,3%,-6%,-8%,17,82,3%,i,-6%,
Cc1c(Cl)c(=O)n2c(=O)c(Cl)c(C)n12,11%,-0.2%,7%,27%,32%,-1.2,75,-10%,i,7%,
CCOC(=O)c1nn(-c2ccccc2)c(C)c1C(C)=O,9%,0.2%,1%,-2%,-10%,-0.1,93,4%,i,3%,
O=C/C(=C\Nc1ccccn1)c1nc2ccccc2o1,8%,0.1%,7%,?,15%,-0.4,42,8%,i,12%,
Cc1cc(C(=O)NCC2COc3ccccc3O2)c2ccccc2n1 (stereo unspecified),4%,0.6%,12%,-3%,0%,-2.1,50,-9%,i,12%,
CCOC(=O)C1CCN(C(=O)c2ccco2)CC1,5%,-0.1%,0%,-17%,13%,0.2,43,2%,i,5%,
COc1cc(/C=N/NC(=O)c2cccnc2)ccc1OS(=O)(=O)c1ccc(C)cc1,9%,0.0%,5%,-4%,35%,-1.0,85,1%,i,-1%,
COC(=O)c1ccccc1NC(=O)c1c(O)c2cccc3c2n(c1=O)CCC3,.,-0.2%,.,.,1%,.,.,10%,.,17%,
CCN(C#N)c1nc(NC(C)C)nc(NC(C)(C)C)n1,3%,-0.1%,.,4%,-2%,0.7,62,8%,i,1%,
Cc1cc(S(=O)(=O)NCCCN2CCOCC2)c(C)cc1Cl,8%,-0.1%,10%,1%,8%,1.0,62,0%,.,-10%,
CN1C(=O)C(CC(=O)NCCc2ccccc2)N(NC(=O)c2ccc(Cl)cc2)C1=S (stereo unspecified),14%,0.7%,3%,-2%,-15%,-0.1,44,5%,i,5%,
O=c1[nH]c(C2CCCN(S(=O)(=O)c3cccc(Cl)c3)C2)nc2c1nnn2Cc1ccc2c(c1)OCCO2 (stereo unspecified),14%,-0.2%,7%,-5%,12%,5.8,59,17%,.,-4%,
Cc1ccc(N2C(=O)N(CC(=O)Nc3ccc(C)c(C)c3[N+](=O)[O-])C(=O)C2C)cc1 (stereo unspecified),-2%,-0.2%,10%,-6%,-2%,0.8,60,-2%,i,-10%,
O=C(N/N=C/c1ccccc1F)c1cccc(NC(=O)c2ccccc2Cl)c1,6%,-0.2%,8%,-5%,5%,-0.6,49,18%,.,-6%,
CC1(C)CC(=O)C(C=NCCN2CCN(C(=O)C34CC5CC(CC(C5)C3)C4)CC2)=C(O)C1,4%,0.0%,.,-2%,5%,1.7,65,-6%,i,17%,
N#Cc1cc(S(=O)(=O)c2ccccc2)c(N)[nH]c1=O,-1%,-0.3%,1%,-4%,10%,-0.9,80,-4%,i,-4%,
COC(=O)/C(=C/c1c[nH]c2ccccc12)[N+](=O)[O-],3%,0.2%,-5%,20%,3%,1.4,42,-16%,i,-14%,
Cc1ccc(Cl)c(OC(=O)c2nn(C(C)C)c(=O)c3ccccc23)c1,3%,-0.1%,16%,1%,-7%,7.6,60,-4%,i,3%,
C=C(C)C1CC=C(CN2CCN(Cc3ccccc3)CC2)CC1 (stereo unspecified),7%,-0.3%,8%,-3%,0%,-0.6,47,16%,.,-6%,
CCOC(=O)/C=C(C)\C=C\c1c[nH]c2ccccc12,21%,-0.3%,10%,-23%,-30%,-0.5,38,0%,.,-4%,
CC(C)CC(NC(N)=O)C(=O)Nc1cccc([N+](=O)[O-])c1 (stereo unspecified),5%,0.8%,6%,.,0%,1.9,39,-13%,i,18%,
O=C(Cc1c[nH]c2ccccc12)NNC(=O)c1ccccc1,5%,-0.1%,22%,-3%,4%,-1.5,35,6%,i,6%,
CCOc1ccc(C(=O)C(CN2CCOCC2)c2ccccc2)cc1 (stereo unspecified),1%,-0.2%,-5%,-3%,-3%,.,.,-5%,i,4%,
COc1ccc(C2C(C#N)=C(N)OC3=C2C(=O)CCC3)c(OC)c1OC (stereo unspecified),7%,-0.3%,22%,-1%,0%,-0.9,44,-5%,i,4%,
NC(=O)CSc1cn(Cc2cccc(F)c2)c2ccccc12,7%,0.4%,2%,-5%,-6%,0.1,49,-9%,i,-9%,
O=C(NCCc1ccco1)C(=O)NCC1OCCCN1S(=O)(=O)c1ccc(Cl)cc1 (stereo unspecified),-3%,-0.2%,21%,0%,7%,0.1,70,16%,.,-4%,
CSCCC(NS(=O)(=O)c1ccccc1F)C(=O)NCCCn1nc(C)cc1C (stereo unspecified),2%,.,9%,4%,.,1.7,48,.,.,.,
CC(C)CC(=O)C(=O)O,6%&2%,.,12%&11%,4%&5%,.,1.1&0.7,53&42,.,.,.,
COc1cccc(NC(=O)CSc2nnc3cc(C)nc(N)n23)c1,7%,-0.2%,0%,-1%,16%,-0.3,45,12%,i,0%,
O=C(CN(Cc1ccco1)C(=O)CNS(=O)(=O)c1ccc(F)cc1)NCc1ccc(F)cc1,3%,-0.1%,7%,-4%,-5%,-1.4,51,12%,i,-6%,
COc1cccc(S(=O)(=O)Nc2cccc(C(=O)N3CCCC3)c2)c1,9%,-0.2%,17%,-2%,-3%,0.3,56,-1%,.,8%,
CCN(CC)c1nc2ccccc2c(N)c1-c1ccccc1,?,-0.1%,12%,0%,3%,0.0,48,20%,i,18%,
CCOC(=O)C1=C(C)N(CC(C)C)C(=O)C1,-2%,0.0%,6%,-7%,7%,2.1,51,2%,i,15%,
Cc1ccccc1NC(=S)N/N=C/c1ccc(O)cc1O,?,0.5%,?,-2%,-13%,0.5,66,-2%,i,-9%,
CC(=O)c1cccc(NC(=O)C(CC(C)C)NC(=O)C2CCCCC2)c1 (stereo unspecified),10%,-0.3%,12%,-10%,-5%,2.2,61,-15%,i,-2%,
O=C(OCC(=O)N1CCCC1=O)c1nc(Cl)ccc1Cl,9%,.,10%,-14%,.,-1.0,49,.,.,.,
CCOc1ccc(N(CC(=O)NC(C)CC)S(=O)(=O)c2c(C)noc2C)cc1 (stereo unspecified),.,0.3%,0%,.,0%,.,.,2%,i,24%,
CCc1ccc(C2CC(=O)Nc3c2c(=O)nc2c(C)cccn32)cc1 (stereo unspecified),3%,-0.5%,3%,1%,16%,-0.7,54,11%,i,5%,
CC1CC(C)(C)NC(=S)N1CCC(=O)N1CCN(Cc2ccccc2)CC1 (stereo unspecified),2%,-0.5%,22%,-2%,-4%,0.8,64,0%,i,0%,
Cn1nc(C(C)(C)C)c([N+](=O)[O-])c1C(=O)N1CCOCC1,5%,-0.2%,1%,-4%,2%,0.9,74,5%,.,-14%,
CCCCc1nc(NCCN)c(C#N)c2c1CSC(C)(C)C2,1%,-0.1%,3%,-3%,0%,6.8,66,41%,i,-8%,
COc1ccc(-n2c(SCC3OCCO3)nc3c(sc(=S)n3-c3ccccc3)c2=O)cc1OC,5%,0.2%,7%,1%,21%,2.3,57,10%,i,-8%,
O=C(Nc1ccnn1C1CCN(Cc2ccc(CO)o2)CC1)c1ccc2c(c1)OCO2,4%,-0.1%,14%,1%,8%,-0.1,47,9%,.,-7%,
O=C(O)/C=C/c1cn(-c2ccccc2)nc1-c1cccs1,7%,0.7%,5%,-8%,-4%,1.1,49,5%,i,-3%,
O=C(O)c1ccccc1-c1ccccc1C(=O)Nc1ccc(OC(F)(F)F)cc1,-7%,-0.1%,11%,-2%,-2%,0.6,55,10%,.,0%,
CCOC(=O)Cc1csc(NC(=O)CSc2ncnc3c2cnn3-c2ccccc2Cl)n1,13%,-0.3%,3%,5%,-2%,.,.,5%,i,-2%,
N#Cc1sc2nc(-c3cccs3)cc(-c3ccc(Cl)cc3)c2c1N,5%,0.6%,-2%,15%,26%,12,70,6%,i,18%,

# Screening results deposited in PubChem BioAssay by several laboratories.
